S1P1 ag-PAM: activates or potentiates agonism at human S1P1 receptor | P21453 | S1P1 CRE-bla cells, forskolin, beta-lactamase FRET, potentiator mode; S1P1 agonist co-added at EC20, 2 nM; 100% = saturating reference agonist, 0% = basal | activation, % at 9.5 µM | 56,000 compounds, 0.57% hits | AID 449;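 active = activation above a cutoff set at the mean activation of all tested compounds plus 3 SD, cut at about 54% in these data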;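 note: forskolin at 4 µM as EC80 and the EC20 agonist is SEW2871; 100% = SEW2871 at its EC100 plus forskolin at EC80; some compounds past the cut are filed as inactive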
HEK293 NFkB inh: inhibitors of the PMA/ionomycin-induced NF-kB reporter in HEK293 cells; 62,000 compounds, 0.21% hits; inhibition, % at 3 µM; HEK-293 NF-kB luciferase reporter, luminescence;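 active = inhibition above the mean of all tested compounds plus 3 SD, cut at about 40% in these data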;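 note: 0% = stimulated DMSO wells and 100% = 10 µM reference inhibitor 5653914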
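System: NF-kB luciferase reporter HEK-293 cells | Replication: Single test | Control set: DMSO vs reference inhibitor | Evaluation: % inhibition | Schedule: 1 h pretreatment, 16 h stimulation, 37 °C | Probe or stimulus: PMA with ionomycin | Compound dosing: One dose, 3 µM | Detection: Luciferase luminescence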
HER2 expr 66K: Her2 kinase expression inhibition. SKBR-3 HER2 protein level, AlphaScreen, 18-24 h; hits give low values. HER2 level % of control, % at 10 µM. 65,000 compounds, 0.69% hits;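 active = HER2 level under 5% of the carrier-only control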;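 note: 100% = DMSO carrier and 0% = 500 nM PU-H71 HSP90 inhibitor; lower value means stronger loss of Her2 protein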
Target sequence (P04626 whole entry, looked up): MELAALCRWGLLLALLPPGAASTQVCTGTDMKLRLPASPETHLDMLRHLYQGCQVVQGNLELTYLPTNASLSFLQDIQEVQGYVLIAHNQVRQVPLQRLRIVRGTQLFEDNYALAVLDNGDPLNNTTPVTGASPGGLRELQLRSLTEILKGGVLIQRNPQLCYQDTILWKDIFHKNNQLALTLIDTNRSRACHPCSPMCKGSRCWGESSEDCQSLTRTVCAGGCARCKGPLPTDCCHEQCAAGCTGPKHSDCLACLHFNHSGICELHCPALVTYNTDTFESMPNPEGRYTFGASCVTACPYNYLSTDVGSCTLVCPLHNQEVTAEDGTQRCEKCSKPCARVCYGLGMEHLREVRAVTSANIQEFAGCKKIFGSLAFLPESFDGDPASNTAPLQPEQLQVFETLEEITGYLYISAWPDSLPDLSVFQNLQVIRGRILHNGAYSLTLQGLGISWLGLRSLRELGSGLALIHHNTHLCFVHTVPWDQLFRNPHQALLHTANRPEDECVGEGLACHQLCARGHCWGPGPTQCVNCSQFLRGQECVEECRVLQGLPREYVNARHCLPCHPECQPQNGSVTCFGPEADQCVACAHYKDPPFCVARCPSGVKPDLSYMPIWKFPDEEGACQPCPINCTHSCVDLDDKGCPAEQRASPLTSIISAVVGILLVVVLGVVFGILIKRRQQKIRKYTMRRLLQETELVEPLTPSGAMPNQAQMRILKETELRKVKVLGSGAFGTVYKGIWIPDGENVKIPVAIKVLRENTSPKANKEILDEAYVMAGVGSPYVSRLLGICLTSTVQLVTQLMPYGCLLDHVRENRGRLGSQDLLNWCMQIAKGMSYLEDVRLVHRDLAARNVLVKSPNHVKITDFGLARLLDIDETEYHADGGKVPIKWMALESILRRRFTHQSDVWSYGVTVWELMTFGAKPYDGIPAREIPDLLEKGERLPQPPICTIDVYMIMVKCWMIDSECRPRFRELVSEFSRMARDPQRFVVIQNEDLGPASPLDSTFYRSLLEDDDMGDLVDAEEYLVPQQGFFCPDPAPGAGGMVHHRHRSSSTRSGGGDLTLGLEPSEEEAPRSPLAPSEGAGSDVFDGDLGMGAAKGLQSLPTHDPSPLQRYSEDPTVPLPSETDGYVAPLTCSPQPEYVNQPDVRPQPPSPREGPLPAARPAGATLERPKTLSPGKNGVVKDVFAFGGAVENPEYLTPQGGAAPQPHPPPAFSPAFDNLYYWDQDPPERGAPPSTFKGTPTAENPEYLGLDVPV
M1 antag: M1 muscarinic receptor (rat) antagonism; CHO-M1 cells, Fluo-4 calcium, ACh EC80 antagonist mode; hits give low values; B-score at 10 µM; 64,000 compounds, 3.4% hits; AID 628;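 active = calcium fluorescence response, raw or row-and-column corrected B-score, differing from the plate sample mean either way at a set confidence level, mostly lower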
5HT1E antag: blocks the human 5-HT1E serotonin receptor | CHO 5-HT1E Ga15 NFAT-bla reporter, FRET, antagonist | inhibition, % at 6 µM | 65,000 compounds, 0.99% hits | P28566;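 active = inhibition above a set limit, the mean inhibition across every tested compound plus 3 SD, cut at about 29% in these data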;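 note: signal is the 460 over 535 nm emission ratio of beta-lactamase substrate; 0% = agonist plus DMSO wells and 100% = wells without agonist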
M1 agonist: M1 muscarinic receptor agonism; CHO-M1 cells, Fluo-4 calcium fluorescence, agonist mode; hits give high values; B-score at 10 µM; 64,000 compounds, 3% hits; AID 626;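 active = fluorescence rise, raw or as B-score row- and column-corrected plate score, outside the 99.7% band of its plate's samples, either direction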
5HT1E ag: agonists of human 5-HT1E serotonin receptor; CHO 5-HT1E Ga15 NFAT-bla reporter, FRET; 0% DMSO wells, 100% control agonist wells; AID 574; 65,000 compounds, 0.69% hits; activation, % at 6 µM;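 active = activation above a set limit, the screen-wide mean activation plus 3 SD, cut at about 8.5% in these data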;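 note: 100% = positive control agonist at 1 µM giving full maximal response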
S1P3 agonist: S1P3 (human) receptor agonism. Q99500. S1P3 NFAT-BLA reporter cells, FRET ratio; relative to 1 µM S1P, basal subtracted. activation, % at 4.5 µM. 60,000 compounds, 0.1% hits;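 active = activation above the screen-wide mean plus 3 SD, cut at about 4.5% in these data, passing the limit was not always enough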; note: some compounds called inactive have numbers as strong as hits
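Benchmarks: high control 1 µM S1P / System: stable CHO line with human S1P3, Gα16, NFAT-BLA reporter / Dosing: single compound concentration, 4.5 µM final / Timing: 4 h compound at 37 °C, 2 h substrate at RT / Measured by: FRET β-lactamase substrate fluorescence, excitation 405 nm, 460/535 nm emission ratio, background-subtracted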
Jurkat viability: cytotoxicity toward Jurkat cells | Jurkat E6.1 viability, ATP luminescence, 48 h | 56,000 compounds, 1.2% hits | inhibition, % at 4 µM | AID 463;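 active = inhibition above the mean inhibition of all tested compounds plus 3 SD, cut at about 28% in these data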
* hit, by the source's call; / = no result given.

SMILES	S1P1 ag-PAM	HEK293 NFkB inh	HER2 expr 66K	M1 antag	5HT1E antag	M1 agonist	5HT1E ag	S1P3 agonist	Jurkat viability
Cc1c(C(=O)NCc2ccc3c(c2)OCO3)oc2ccccc12	13	15	98	/	5	/	0.5	-1.1	10
COC(=O)Cc1n[nH]c(=S)[nH]c1=O	-7	17	98	-1.6	-2	-0.38	0.7	-0.9	8
O=c1c2[nH]c3ccccc3c2ncn1Cc1cccnc1	-16	15	84	-0.23	-1	-0.034	-0.4	-0.6	-12
Cc1cc(N2CCOCC2)nc2cc(O)ccc12	12	6	90	0.53	1	0.48	-0.4	0.2	-7
C=C(C)CC1N(c2cccc(OC)c2)C(=O)C2C(C(=O)O)C3C=CC21O3 (centres undefined)	-14	12	91	-0.05	2	0.48	0.4	0.7	-2
CCOc1cccc(-c2nnc(SCC(=O)Nc3cc(C)ccc3OC)n2N)c1	/	12	126	-0.55	-3	-0.73	0.6	/	/
CC(CNS(=O)(=O)c1cc(Cl)ccc1Cl)CN(C)C (centres undefined)	10	13	80	-0.22	3	1.5	-0.1	-1.3	4
CS/C(=N\S(=O)(=O)c1ccc(N)cc1)NS(=O)(=O)c1cccs1	/	5	84	0.045	-5	-1.4	0.1	/	/
CCOC(=O)Cn1c(C)nc2c(C(=O)OCC)sc(C)c2c1=O	13	11	126	0.05	7	-1.2	0.2	-2.5	0
CC1(C)C2CCC1(C)C(NC(=O)CCN1CCCCC1)C2 (centres undefined)	-8	/	79	0.73	-9	0.27	1.0	-1.8	/
CCOC(=O)COc1nc(N(C)C)nc(N(C)C)n1	-13	/	81	0.0099	2	0.46	0.2	-2.7	/
COc1oc(-c2ccccc2)nc1C(F)(F)F	-2	2	83	0.34	-4	-0.85	-0.4	-2.2	0

Rewritten bar-delimited: part of the list above.
canonical_smiles | S1P1 ag-PAM | HEK293 NFkB inh | HER2 expr 66K | M1 antag | 5HT1E antag | M1 agonist | 5HT1E ag | S1P3 agonist | Jurkat viability
C=C(C)CC1N(c2cccc(OC)c2)C(=O)C2C(C(=O)O)C3C=CC21O3 (centres undefined) | -14 | 12 | 91 | -0.05 | 2 | 0.48 | 0.4 | 0.7 | -2
CCOc1cccc(-c2nnc(SCC(=O)Nc3cc(C)ccc3OC)n2N)c1 | / | 12 | 126 | -0.55 | -3 | -0.73 | 0.6 | / | /
CC(CNS(=O)(=O)c1cc(Cl)ccc1Cl)CN(C)C (centres undefined) | 10 | 13 | 80 | -0.22 | 3 | 1.5 | -0.1 | -1.3 | 4
CS/C(=N\S(=O)(=O)c1ccc(N)cc1)NS(=O)(=O)c1cccs1 | / | 5 | 84 | 0.045 | -5 | -1.4 | 0.1 | / | /

Next records
SMILES	S1P1 ag-PAM	HEK293 NFkB inh	HER2 expr 66K	M1 antag	5HT1E antag	M1 agonist	5HT1E ag	S1P3 agonist	Jurkat viability
CSC1=N/C(=C\C=C\c2cccs2)C(=O)S1	8	-6	0.1*	0.49	-1	-0.25	-0.4	-1.7	0
C=CCn1c(=O)n(CCC#N)c(=O)n(CCC#N)c1=O	-7	8	98	0.17	6	0.038	0.5	-1.6	-1
CCOc1cc(S(=O)(=O)NCc2ccccn2)c(C)cc1C	-13	21	86	-0.19	5	0.16	0.0	-1.0	0
c1ccc(-c2noc(-c3ccco3)n2)nc1	/	-33	70	-0.23	-7	-0.12	0.2	-0.3	6
CCOC(=O)N1CCC(NC(=O)CCC(=O)N2CC(C)Oc3ccc(Cl)cc32)CC1 (centres undefined)	-24	13	75	0.51	-1	0.87	0.4	-0.2	0
N#Cc1cc(C(=O)c2cc(Cl)ccc2O)cn(CC2CCCO2)c1=O (centres undefined)	16	18	90	0.16	16	0.28	-1.0	-1.6	12
Cc1nc2sc(C(c3ccc(Br)cc3)N3CC(C)OC(C)C3)c(O)n2n1 (centres undefined)	4	8	101	0.21	-6	-0.58	-0.3	0.2	0
CSc1nc(N)nc(SCC(=O)c2ccc(C)cc2)c1C#N	24	-1	89	1.2	11	0.039	-0.5	-0.6	-4
COC(=O)c1c(C(=O)OC)c2ccncn2c1Cl	/	16	111	0.43	0	1.8	-0.2	/	/
CN(C(=O)c1cnccn1)c1nnc(-c2cccnc2)s1	7	1	113	0.92	2	-0.034	-0.6	0.0	-7
O=C(NCc1ccco1)c1ccc2c(=O)n(CCC3=CCCCC3)c(=O)[nH]c2c1	7	6	107	-0.022	-2	-0.077	-0.1	-0.7	7
CCOC(=O)c1cc2oc(C(c3nnnn3C3CCCCC3)N3CCOCC3)cc2[nH]1 (centres undefined)	/	23	77	0.16	-12	-0.082	-0.1	/	/
COc1ccc(C(=O)Nc2nnc(-c3ccccc3)o2)cc1OC	-6	-8	104	-0.46	0	-0.69	-0.1	0.6	2
Nc1ccc(Cl)cc1/C(=N/O)c1ccccc1	2	/	84	0.057	-5	-0.14	0.2	-2.0	/
Cc1ccc(-n2nnc3c(SCC(=O)NCc4ccco4)ncnc32)cc1	/	4	70	-0.62	0	0.77	-0.5	/	/
COc1ccc(S(=O)(=O)N(C)c2c(C)n(C)n(-c3ccccc3)c2=O)cc1OC	16	11	114	0.49	-12	-0.87	0.3	0.1	0
CCOc1ccc(OCC)c(NC(=O)C2CCN(c3nn4c(=O)cc(C)nc4s3)CC2)c1	-2	21	135	0.081	8	1.4	-0.4	-0.6	-6
COc1ccc(-n2c(Cc3cccn3C)nnc2SCC(=O)Nc2ccccc2)cc1	-8	4	104	0.29	-12	1.4	-0.7	-0.6	-12
CCN1CCCC1CNC(=O)CN1C(=O)COc2ccc(C)cc21 (centres undefined)	-6	4	106	-1.1	-4	1	-0.1	-0.7	-4
Cc1c(CNC(=O)c2cnn3c2NC(c2ccccc2)CC3C(F)(F)F)cnn1C (centres undefined)	8	14	82	0.67	-1	0.23	0.9	-1.9	-3
COc1ccc(NC(=O)c2[nH]c(C)c(C(C)=O)c2C)cc1Cl	/	17	90	-3.1*	-5	5.5*	-1.1	/	/
Oc1c(C(Nc2ccccn2)c2ccccn2)ccc2cccnc12 (centres undefined)	12	11	63	-3.6*	43*	2.3	0.5	0.0	5
CN(C)S(=O)(=O)c1cccc(C(=O)NCC2CCCO2)c1 (centres undefined)	-1	8	108	-0.068	0	-0.079	-0.7	-0.8	1
O=C(NC(Cc1ccc(F)cc1)C(=O)O)c1ccccc1 (centres undefined)	-6	10	103	0.28	-1	0.81	-0.3	-0.4	-6

Filtered by structure: the compounds so far with a thiophene ring, fused or not (three)
SMILES	S1P1 ag-PAM	HEK293 NFkB inh	HER2 expr 66K	M1 antag	5HT1E antag	M1 agonist	5HT1E ag	S1P3 agonist	Jurkat viability
CS/C(=N\S(=O)(=O)c1ccc(N)cc1)NS(=O)(=O)c1cccs1	/	5	84	0.045	-5	-1.4	0.1	/	/
CCOC(=O)Cn1c(C)nc2c(C(=O)OCC)sc(C)c2c1=O	13	11	126	0.05	7	-1.2	0.2	-2.5	0
CSC1=N/C(=C\C=C\c2cccs2)C(=O)S1	8	-6	0.1*	0.49	-1	-0.25	-0.4	-1.7	0

Other compounds.
SMILES	S1P1 ag-PAM	HEK293 NFkB inh	HER2 expr 66K	M1 antag	5HT1E antag	M1 agonist	5HT1E ag	S1P3 agonist	Jurkat viability
CC(=O)c1c(C)c[nH]c1C	-10	-9	98	0.2	3	0.32	0.2	-0.6	5
COc1ccc(CCn2c(C)cc(C(=O)CSc3nnc(N)s3)c2C)cc1	-11	25	103	-0.0063	10	-1.2	-0.8	-1.4	12
Cc1ccc(CS(=O)(=O)CCC(=O)NCCN2CCCCC2C)cc1 (centres undefined)	-19	10	92	0.11	-5	-0.38	-1.4	-0.7	-4
Cc1ccc(C(=O)CSc2nnc(Cn3nnc4ccccc43)n2C)cc1	7	4	87	-0.016	18	-0.6	-0.5	-1.4	7
COc1ccc(NC(C)=O)cc1NC(=O)CN1CCN(c2ccccn2)CC1	-26	8	120	-0.016	-5	-0.053	-0.6	-0.6	-6
COc1ccccc1-c1nnc(SCC(=O)Nc2cc(C)on2)o1	/	-6	92	-0.081	-4	-0.00015	-0.3	-0.6	-1
COCCCN1C(=O)C(=O)/C(=C(/O)c2ccc(OC(C)C)cc2)C1c1ccncc1 (centres undefined)	3	13	90	-2	3	-1	-0.5	0.2	5
Cc1noc(/C=C/c2ccco2)c1S(=O)(=O)N1CCC(C(=O)N2CCc3ccccc3C2)CC1	12	6	94	0.023	-7	-1.7	0.0	-1.1	9
CCN(CC)C(=O)c1sc2nc(-c3ccccn3)[nH]c(=O)c2c1C	-9	14	104	-0.39	-3	0.12	1.2	-1.1	5
CCc1nnc(NC(=O)Nc2ccccc2OC)s1	-18	14	104	-0.071	6	-0.3	0.7	-0.7	6
Cc1c(Cl)cccc1NC(=O)Cn1cccc1	0	12	89	-0.55	-1	0.036	-0.7	-0.8	-2
NC(=O)C(c1ccccc1)C1CCCC1 (centres undefined)	-1	/	99	-0.0015	5	1.7	0.3	-0.3	/
CCSc1nnc2c(n1)OC1(CCCC1)Nc1ccccc1-2	-2	-5	116	0.01	8	0.2	-1.1	0.1	0
CCOC(=O)C1CCN(Cc2cn[nH]c2-c2ccccc2)CC1	-1	8	108	-0.85	13	-0.087	-0.9	-1.0	-3
COc1ccc(CCC(=O)NCCc2cn3c(C)csc3n2)cc1	-5	6	109	0.07	-15	-0.3	-0.1	-0.1	1
CC1(C)CC(=O)N(c2ccccc2)C1(C)O (centres undefined)	-1	14	112	0.0088	-4	-0.81	-0.6	-0.7	4
Cc1noc(COc2ccccc2OCC(N)=O)c1Cl	-26	18	95	0.089	-5	-2.4	-0.3	0.0	-3
Cc1ccc(C2Nc3ccccc3-c3nc4ccccc4n32)o1 (centres undefined)	/	5	212	-1.2	9	-0.23	0.6	/	/
CN(C)c1ccc(CN2CCCC(O)C2)cc1 (centres undefined)	-4	10	115	/	-1	/	-0.6	-1.2	0
O=C(c1ccccc1)N1CC(COc2ccccc2)OC(c2cccnc2)O1 (centres undefined)	-14	-2	82	-4.3*	-1	-1.2	0.5	-0.2	-4
CC(=O)N1CCN(c2ccc(S(=O)(=O)N3CCCCC3)cn2)CC1	2	7	151	-0.094	8	-0.38	-0.3	-1.1	2
CCOC(=O)N1CCC(NC(=O)C2CCN(C(=O)N3CCOc4ccccc43)CC2)CC1	/	-4	116	-0.78	4	1.6	-1.1	/	/
CC(C)c1nc(N2CCCC2)c(C#N)c2c1CCCC2	/	15	99	0.73	-9	0.57	-0.4	0.0	-5
CCOC(=O)c1ccc(N2C(=O)CC(C3CCCO3)C2=O)cc1 (centres undefined)	-10	-4	83	0.097	-11	-1.1	0.1	-1.4	9
N#CC1=C(N)Oc2n[nH]c(-c3ccccc3)c2C1c1cccc(OC(=O)N2CCOCC2)c1 (centres undefined)	-21	20	86	0.1	14	0.71	11*	-1.0	5

Screens deposited in PubChem by several laboratories.
